CAL PDZ FP-1 = CAL PDZ (human) peptide binding inhibition; purified CAL PDZ, TMR-peptide fluorescence polarization, 1 h; inhibition, % at 24.9 µM; 300,000 tested, 0.92% active; AID 602252;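 active = mean inhibition of at least 30% with at least half of replicates also reaching 30%; inconclusive = no clear call, values can overlap the other calls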;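 note: 0% = DMSO neutral control and 100% = excess unlabeled competitor peptide PRC23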
SR-BI DiI inh = mouse SR-BI HDL lipid transfer inhibition | 320,000 tested, 0.96% active | Q61009 | AID 488896 | ldlA[mSR-BI] CHO cells, DiI-HDL uptake fluorescence, 3 h | inhibition, % at 12.5 µM;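 active = mean replicate inhibition of at least 70% and a set share of replicates each scoring 70 or more; inconclusive = meets just one of the two criteria; inactive = fails both criteria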;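 note: 0% = median of neutral control wells and 100% = median of positive control wells; values of inactives mirror those of a sister screen read the other way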
Target sequence (Q61009 whole entry, looked up): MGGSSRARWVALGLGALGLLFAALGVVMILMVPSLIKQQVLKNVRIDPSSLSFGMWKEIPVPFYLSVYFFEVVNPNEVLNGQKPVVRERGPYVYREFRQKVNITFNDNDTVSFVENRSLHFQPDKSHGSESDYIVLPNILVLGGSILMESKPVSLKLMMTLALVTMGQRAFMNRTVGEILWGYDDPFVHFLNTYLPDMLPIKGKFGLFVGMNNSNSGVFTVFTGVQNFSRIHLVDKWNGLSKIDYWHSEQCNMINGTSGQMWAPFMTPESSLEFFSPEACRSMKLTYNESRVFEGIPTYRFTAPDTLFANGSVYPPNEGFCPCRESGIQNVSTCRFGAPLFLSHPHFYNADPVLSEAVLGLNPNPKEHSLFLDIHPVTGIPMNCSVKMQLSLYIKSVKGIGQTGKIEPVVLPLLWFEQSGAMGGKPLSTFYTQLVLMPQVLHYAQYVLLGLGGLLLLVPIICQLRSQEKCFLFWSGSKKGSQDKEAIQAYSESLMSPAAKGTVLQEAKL
MITF TRPM1 HTS = MITF TRPM1 promoter activation in melanoma cells; SK-MEL-5 TRPM1-promoter luciferase, 24 h; % of positive control, neutral wells = 0; activation, % at 12.5 µM; 300,000 tested, 0.75% active; AID 588334;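 active = mean activation of at least 80% with every replicate also reaching 80%; inconclusive = mean reaches 80% but some replicate falls short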;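 note: 0% = neutral control wells and 100% = parthenolide positive control wells; values of inactives mirror those of a sister screen read the other way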
PvdQ inh = P. aeruginosa PvdQ acylase inhibition; 340,000 tested, 0.063% active; inhibition, % at 10 µM; purified PvdQ acylase, fluorescence plate reader; in the data active = inhibition above about 30%, passing the limit was not always enough; inconclusive = no clear call, values can overlap the other calls;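 note: 0% = vehicle neutral wells and 100% = reference inhibitor wells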
Rtt109 Vps75 = C. albicans Rtt109 histone acetyltransferase inhibition | 330,000 tested, 0.16% active | inhibition, % at 34.9 µM | Q5AAJ8 | purified Rtt109/Vps75, ThioGlo CoA-SH fluorescence, 4 h | AID 540336;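 active = inhibition of at least 50% in every replicate; inconclusive = best replicate reaches 50% inhibition but some replicates fall short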
Target sequence (Q5AAJ8 whole entry, looked up): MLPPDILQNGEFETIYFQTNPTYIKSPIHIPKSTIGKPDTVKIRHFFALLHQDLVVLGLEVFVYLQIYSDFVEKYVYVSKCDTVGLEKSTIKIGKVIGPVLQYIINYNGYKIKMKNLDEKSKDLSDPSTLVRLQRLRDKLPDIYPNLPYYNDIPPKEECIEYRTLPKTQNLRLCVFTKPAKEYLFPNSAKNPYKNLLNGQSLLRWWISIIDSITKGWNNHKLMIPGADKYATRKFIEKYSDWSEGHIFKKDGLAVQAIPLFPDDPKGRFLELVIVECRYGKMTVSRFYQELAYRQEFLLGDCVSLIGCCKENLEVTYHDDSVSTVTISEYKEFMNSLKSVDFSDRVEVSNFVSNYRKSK
NSD2 inh = blocks human histone methyltransferase NSD2 | AID 743445 | 310,000 tested, 0.54% active | O96028 | NSD2 peptide methylation, AlphaScreen, 120 min | inhibition, % at 12.5 µM; in the data active = inhibition above about 50%
CAL PDZ FP-2 = human CAL PDZ-peptide interaction inhibition; purified CAL PDZ, TMR-peptide fluorescence polarization, 1 h; inhibition, % at 20 µM; AID 504414; 330,000 tested, 0.02% active; Q9HD26;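 active = highest replicate inhibition of at least 40%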;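 note: plate controls were DMSO neutral control wells for no effect and unlabeled competitor peptide control wells for full effect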
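Test system: purified CerCALP PDZ construct; Compound dosing: one concentration, 20 µM compound; Also added: TMR-labelled reporter peptide T*-PRC34 bound in PDZ groove; Read-out: inhibition from polarization loss; Controls: unlabelled peptide and DMSO controls; Signal: FP readout, S and P plane fluorescence; Incubation: 1 h at RT.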
dFosB activator = enhances mouse delta FosB homodimer DNA binding | P13346 | purified delta FosB, TAMRA-CDK5 oligo fluorescence polarization; percent of positive-control signal above neutral wells | activation, % at 25 µM | 340,000 tested, 0.99% active | AID 493131;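 active = mean activation above about 17%, with every replicate also reaching it, limit read from the data, passing the limit was not always enough; inconclusive = only one of the two conditions met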;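 note: fluorescence polarization rise as delta FosB binds a TAMRA Cdk5 AP-1 oligo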
SR-BI DiI-HDL act = activators of SR-BI mediated HDL lipid uptake; CHO ldlA[mSR-BI] cells, DiI-HDL uptake fluorescence, 3 h; 100 = double the neutral-control signal; activation, % at 12.5 µM; 320,000 tested, 0.096% active; AID 504775;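 active = mean replicate activation of at least 60% and every replicate at or above 60%; inconclusive = mean or all-replicate condition met, but not both; inactive = mean below 60% and not all replicates reaching 60%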;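 note: 0% = median plate neutral-control signal and 100% = twice that signal; values of inactives mirror those of a sister screen read the other way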
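Material: SR-BI-overexpressing, LDLR-lacking CHO cells; schedule: compound exposure 3 h, 37 °C; reagent: DiI-labelled HDL at 10 µg/mL final; technique: bottom-read fluorescence, 550/595 nm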
PfHsp90 set2 = inhibits growth of yeast expressing Plasmodium falciparum Hsp90; inhibition, % at 9.4 µM; 310,000 tested, 0.32% active; S. cerevisiae expressing PfHsp90, BacTiter-Glo ATP, 48 h; yeast lacking PDR1 and PDR3 efflux regulators;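 active = every replicate shows inhibition above about 80%, whatever the replicate mean, limit read from the data; inconclusive = mean inhibition reaches the set limit but some replicate falls short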;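 note: 0% = DMSO neutral controls and 100% = 20 µM radicicol positive controls; yeast relying on Plasmodium falciparum Hsp90 in place of its own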
Numbers without * were called inactive; ? = inconclusive; . = no result given.

SMILES | CAL PDZ FP-1 | SR-BI DiI inh | MITF TRPM1 HTS | PvdQ inh | Rtt109 Vps75 | NSD2 inh | CAL PDZ FP-2 | dFosB activator | SR-BI DiI-HDL act | PfHsp90 set2
Cc1cc(C)c(O)c(C2(O)C(=O)c3ccccc3C2=O)c1 | -1 | 14 | . | 15 | -4 | . | -0.1 | 8 | -14 | 9
Cn1nccc1C(=O)N1CCN(c2ccc(F)cc2)CC1 | -2 | -27 | . | -11 | 3 | -1 | . | -8 | 27 | .
Cn1c(SCc2ccc(C#N)cc2)nnc1-c1ccccc1 | 0 | -7 | 13 | -12 | 0 | -2 | 2.4 | -5 | 7 | -22
COC(=O)c1cc(Br)c(=O)n(-c2cc(C)on2)c1 | -1 | 20 | -8 | -20 | -7 | -3 | . | -4 | -20 | -1
O=C(OCCC12CC3CC(CC(C3)C1)C2)c1ccc(NCc2cc(O)ccc2O)cc1 | -1 | 17 | -66 | 5 | 14 | 8 | 0.1 | -10 | -17 | 23
N/C(CCN1CCCCC1)=N/O | -1 | 14 | -6 | -12 | 8 | -2 | 0.3 | -6 | -14 | 5
COC(C(=O)NCc1ccccc1C)c1ccccc1 (stereo unspecified) | 1 | -1 | 0 | 7 | 0 | -3 | 0.3 | -4 | 1 | 5
CCN1/C(=C\C=C2\C(=O)N(c3ccccc3)C(=S)N2C)Sc2ccccc21 | 4 | ? | -1 | 5 | -9 | . | 0.8 | 28* | -77 | 33
CCn1c(SCC(=O)Nc2nc(C)c(C)s2)nnc1-c1cccs1 | -6 | 12 | . | 5 | 0 | -2 | -0.5 | -7 | -12 | .
COc1ccc(C(=O)Nc2cc(OCc3ccccc3)c(Cl)cc2Cl)cc1 | 20 | 61 | 3 | -10 | 1 | 0 | -0.2 | -6 | -61 | -1
CC(=O)NC(C(=O)c1ccccc1)N1CCCCC1 (stereo unspecified) | -2 | -28 | -1 | -2 | 1 | 5 | -1.5 | 4 | 28 | 16
Cc1ccc(NC(=O)C(C)NS(=O)(=O)c2ccc(F)cc2)cc1C (stereo unspecified) | -5 | -18 | 3 | -1 | -2 | -1 | -0.2 | -8 | 18 | -11
CCC1=NC(c2ccccc2OC)N(O)C1(C)C (stereo unspecified) | 0 | -22 | 3 | -3 | 4 | -2 | -1.3 | 4 | 22 | 12
CC(=O)c1cc(C#N)c(N2CC(C)OC(C)C2)nc1C (stereo unspecified) | -1 | 17 | 13 | -9 | 1 | -6 | -2.7 | -7 | -17 | 15
COc1ccc(/C=C2\CCC/C(=C\C=N\N(C)C)C2=O)cc1 | . | -3 | 10 | -6 | 0 | 11 | -0.4 | 3 | 3 | 24
CCC1=Nc2ccc(Br)cc2C(c2ccccc2)N1CC(=O)OC (stereo unspecified) | -5 | . | -16 | -16 | 1 | 20 | -5.2 | -5 | . | 4
COc1cc(C=C2C(=O)c3ccccc3C2=O)cc(OC)c1 | 4 | . | . | -4 | -4 | 2 | -0.5 | -8 | . | -1
COC(=O)CCC(=O)OC1(C)C(=O)C2=CN(CC3CC3)C(c3ccc(OC)cc3)=CC2=C(Br)C1=O (stereo unspecified) | 0 | 4 | 1 | -5 | 1 | . | 2.1 | -1 | -4 | -2
CC(C)Oc1ccc(S(=O)(=O)N2CCOCC2)cc1NC(=O)C1CCCCC1 | 3 | -29 | 4 | -13 | -16 | 0 | -0.1 | -13 | 29 | -45
Cc1noc(C)c1NC(=O)Nc1cccc2c1O[C@@H](CN(C)C(=O)Nc1ccc3c(c1)OCO3)[C@@H](C)CN([C@H](C)CO)C2=O | 0 | . | -1 | -8 | 6 | . | -0.2 | -1 | . | 10
CC1(C)Cc2c(C#N)c(NCCN3CCOCC3)nc(-c3ccccc3)c2CO1 | -4 | 9 | -10 | -7 | -5 | -6 | -3.5 | -10 | -9 | 11
CN(C)CCCNC(=O)CC1C[C@H](C(=O)N2CCOCC2)[C@@]2(CCC3CCCC3)c3[nH]c4ccccc4c3CCN2C1=O (stereo partly specified) | -2 | 11 | 21 | 3 | 3 | . | 0.0 | -6 | -11 | -22
CCN1CC(CNCc2cn(-c3ccc(OC)cc3)nc2-c2ccccc2Cl)CC1=O (stereo unspecified) | 0 | -6 | -4 | -7 | 18 | 6 | -0.7 | 4 | 6 | 3
C=CCNC(=O)C(=O)NCC1CCCN1CC (stereo unspecified) | -4 | -10 | -1 | -10 | -6 | -1 | -0.7 | 3 | 10 | 14
N/C(=N\OC(=O)Cc1cccs1)c1ccc(Cl)cc1 | -4 | -7 | 79 | -18 | 1 | -3 | 0.5 | -1 | 7 | -9
S=C(NN=C(c1ccccc1)c1ccccn1)N(Cc1ccccn1)Cc1ccccn1 | -1 | 0 | -81 | -6 | -3 | . | -0.1 | -12 | 0 | ?
N#Cc1c(-c2ccccc2)c(-c2ccccc2)nn(CC(=O)NNC(=O)Nc2ccccc2)c1=O | -3 | 23 | -23 | -10 | 15 | 14 | -0.4 | -13 | -23 | -17
CC1CCCCC1NC(=O)CCNC(=O)N1CC(=O)Nc2ccccc21 (stereo unspecified) | -3 | 0 | -9 | -4 | -5 | -3 | -0.9 | 4 | 0 | -11
Cc1ccc(CN(Cc2ccccn2)C(=O)Nc2c(F)cccc2F)cc1 | -4 | -3 | -3 | -4 | 10 | -2 | 0.3 | -4 | 3 | 33
Cc1cc(NCCCn2ccnc2)n2ncc(-c3ccccc3)c2n1 | 0 | 13 | -57 | -5 | 9 | 20 | 0.4 | -7 | -13 | -23
Cc1ccc(NC(=O)CN2C(=O)C(C)Oc3ccccc32)nc1 (stereo unspecified) | . | 15 | 7 | -14 | 2 | -2 | -0.9 | -10 | -15 | 4
COc1ccc2[nH]c3c(c2c1)CCN1C(=O)C(CC(=O)NCCC2=CCCCC2)C[C@H](C(=O)N2CCOCC2)[C@@]31CCC1CCCC1 (stereo partly specified) | 1 | 15 | -9 | -7 | 1 | . | -0.9 | -1 | -15 | -9
Cc1c(NC(=O)CN2CCN(c3cccc(Cl)c3)CC2)c(=O)n(-c2ccccc2)n1C | -3 | -4 | 9 | 8 | 30 | 0 | -0.2 | -6 | 4 | -1
S=c1[nH]nc(-c2ccco2)n1/N=C/c1ccccc1 | -4 | -34 | -5 | -6 | -3 | -4 | 0.5 | -1 | 34 | 10
CC1CCCC(NC(=O)COC(=O)c2ccc(Br)o2)C1C (stereo unspecified) | -7 | -4 | 4 | 1 | -2 | -4 | 0.4 | -7 | 4 | .
CNC(=O)c1ccc(Oc2ccc(C(=O)NC)cc2)cc1 | -2 | -18 | -8 | -6 | 1 | -2 | -0.2 | -6 | 18 | .
CCOC(=O)CCCNC(=O)CSc1nnc(-c2ccccc2)c(-c2ccccc2)n1 | -4 | 1 | 1 | -15 | 0 | 4 | -0.1 | -7 | -1 | -10
CCn1c(C)nc2cc(S(=O)(=O)C(F)(F)C(F)C(F)(F)F)ccc21 (stereo unspecified) | . | -8 | 4 | -12 | 0 | -1 | 0.3 | 0 | 8 | 16
O=C(Nc1nnc(COc2ccccc2)s1)Nc1ccccc1F | 2 | -31 | 5 | -10 | -8 | -6 | -0.6 | ? | 31 | -16
CS(=O)(=O)c1ccc(C(=O)OCc2nnc(-c3ccccc3)o2)cc1[N+](=O)[O-] | -5 | 11 | -47 | 9 | 10 | 9 | -1.5 | -3 | -11 | -48
CN(C)C(=O)c1ccc(NC(=O)c2cccc(S(=O)(=O)N3CCCc4ccccc43)c2)cc1 | -4 | 37 | -23 | -10 | 11 | 0 | -5.3 | -2 | -37 | -10
Cc1nc2ccccc2n1CCC(=O)Nc1cccc(F)c1 | 0 | -7 | 10 | -20 | 8 | 2 | -1.4 | -13 | 7 | -6
COc1cccc(/C=C2/SC(=O)N(CC(=O)N3CCc4ccccc4C3)C2=O)c1OCC(=O)O | 5 | . | -16 | -11 | 6 | -1 | -2.7 | -6 | . | -6
COc1cccc(S(=O)(=O)NCc2ccc(C(=O)Nc3ccc(C)cc3)cc2)c1 | -1 | 64 | -1 | -13 | -2 | -1 | 0.3 | -6 | -64 | -19
O=C(NNc1nc(-c2ccccc2)cs1)c1ccccc1 | 1 | 30 | -4 | -8 | 4 | 0 | -0.2 | 6 | -30 | -26
C[C@H](CO)N1C[C@H](C)[C@@H](CN(C)S(=O)(=O)c2cn(C)cn2)Oc2ccc(NC(=O)C3CCCCC3)cc2C1=O | 1 | 13 | -1 | 22 | -2 | . | -0.6 | -1 | -13 | 7
COc1ccccc1C1CCN(C(=O)c2ccco2)CC1 | -8 | -8 | -1 | -6 | -18 | 0 | -0.8 | -6 | 8 | 5
CC1(C)Oc2ccc(NC(=O)c3ccco3)cc2O1 | 5 | -13 | 78 | -2 | -9 | 5 | -2.9 | 0 | 13 | 15
CCOc1ccc(Oc2ccc(S(=O)(=O)N3CCOCC3)cc2N)cc1 | -4 | -17 | 3 | -6 | 6 | 1 | -2.6 | -7 | 17 | 10
Cc1ccc(Cl)cc1N1CCN(C(=O)CN(c2ccccc2)S(=O)(=O)N(C)C)CC1 | -3 | 17 | -6 | -8 | -9 | -3 | -0.7 | -20 | -17 | 21
Cc1n[nH]c(C)c1CCN(C)Cc1cn(C)nc1-c1ccccc1F | 0 | -7 | -5 | 7 | 7 | 5 | -0.2 | -4 | 7 | 5
COc1ccc2c(CC(=O)N3CCN(S(=O)(=O)c4cccs4)CC3)coc2c1 | -1 | 4 | . | 1 | -2 | 0 | . | -1 | -4 | .
COc1cc(SC)ccc1C(=O)N1CC(C)OC(C)C1 (stereo unspecified) | -5 | -13 | 3 | -15 | 1 | -1 | -2.2 | -3 | 13 | -5
COc1ccc(OCc2cn3c(C)cc(C)nc3n2)cc1 | 1 | 7 | 41 | -17 | -2 | 0 | -1.0 | 5 | -7 | -14

Entries above that bear a hit mark in dFosB activator.
SMILES | CAL PDZ FP-1 | SR-BI DiI inh | MITF TRPM1 HTS | PvdQ inh | Rtt109 Vps75 | NSD2 inh | CAL PDZ FP-2 | dFosB activator | SR-BI DiI-HDL act | PfHsp90 set2
CCN1/C(=C\C=C2\C(=O)N(c3ccccc3)C(=S)N2C)Sc2ccccc21 | 4 | ? | -1 | 5 | -9 | . | 0.8 | 28* | -77 | 33

Whole records from above. Screens in order: CAL PDZ FP-1	SR-BI DiI inh	MITF TRPM1 HTS	PvdQ inh	Rtt109 Vps75	NSD2 inh	CAL PDZ FP-2	dFosB activator	SR-BI DiI-HDL act	PfHsp90 set2
Results for COc1ccc2c(CC(=O)N3CCN(S(=O)(=O)c4cccs4)CC3)coc2c1 = -1	4	.	1	-2	0	.	-1	-4	.
Results for COc1cccc(S(=O)(=O)NCc2ccc(C(=O)Nc3ccc(C)cc3)cc2)c1 = -1	64	-1	-13	-2	-1	0.3	-6	-64	-19

Compounds as they come. Share with any hit: about 4.3%.
